# Xi reactivation: activators of inactive X chromosome reactivation, primary screen, imaging, XiGFP fibroblasts, GFP high-content imaging, set 2. XiGFP mouse fibroblasts, % GFP-positive cells imaging, 3 d; cells co-treated with 5-aza-dC sensitizer; scaled so ellipticine positive control = 100%. 0.055% of 360,000 active. AID 743238, 2013. activation, % at 7.58 µM;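 active = mean normalized replicate activation at least 10% and every replicate at or above 10%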;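 note: 0% = median of on-plate neutral control wells and 100% = ellipticine 6 µM median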
#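 Assay system: SV40-immortalized XiGFP fibroblast cells, line 68-5-11; buffer or medium: DMEM plus 5-aza-dC sensitizer; compound: one concentration, pinned; timing: compounds 3 days, fix/stain 15 min at room temperature; benchmarks: positive control ellipticine, 6 µM final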
# ERp5 block: inhibitors of ERp5-driven insulin aggregation, primary screen, biochemical, turbidity, absorbance 650 nm, single point | Protein disulfide-isomerase A6 (Homo sapiens), Q15084 | 90 min | inhibition, % at 9.99 µM | 0.05% of 350,000 active | AID 651711, 2012;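 active = mean replicate inhibition above about 25%, with every replicate also reaching it, limit read from the data, passing the limit was not always enough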
# ERAP1 HTS inh: human ERAP1 aminopeptidase inhibitors, primary screen, biochemical, single point, plate reader; Endoplasmic reticulum aminopeptidase 1 (Homo sapiens), Q9NZ08; recombinant ERAP1, Leu-AMC fluorescence, 60 min; inhibition, % at 10.7 µM; 0.15% of 340,000 active; AID 652197, 2013;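 active = mean replicate inhibition of at least 30%, or all replicates individually reaching that 30% level; inactive = mean below 30% and not every replicate reaching it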;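 note: 0% = neutral control wells and 100% = L-leucinethiol positive control wells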
# Target sequence (Q9NZ08 whole entry, looked up): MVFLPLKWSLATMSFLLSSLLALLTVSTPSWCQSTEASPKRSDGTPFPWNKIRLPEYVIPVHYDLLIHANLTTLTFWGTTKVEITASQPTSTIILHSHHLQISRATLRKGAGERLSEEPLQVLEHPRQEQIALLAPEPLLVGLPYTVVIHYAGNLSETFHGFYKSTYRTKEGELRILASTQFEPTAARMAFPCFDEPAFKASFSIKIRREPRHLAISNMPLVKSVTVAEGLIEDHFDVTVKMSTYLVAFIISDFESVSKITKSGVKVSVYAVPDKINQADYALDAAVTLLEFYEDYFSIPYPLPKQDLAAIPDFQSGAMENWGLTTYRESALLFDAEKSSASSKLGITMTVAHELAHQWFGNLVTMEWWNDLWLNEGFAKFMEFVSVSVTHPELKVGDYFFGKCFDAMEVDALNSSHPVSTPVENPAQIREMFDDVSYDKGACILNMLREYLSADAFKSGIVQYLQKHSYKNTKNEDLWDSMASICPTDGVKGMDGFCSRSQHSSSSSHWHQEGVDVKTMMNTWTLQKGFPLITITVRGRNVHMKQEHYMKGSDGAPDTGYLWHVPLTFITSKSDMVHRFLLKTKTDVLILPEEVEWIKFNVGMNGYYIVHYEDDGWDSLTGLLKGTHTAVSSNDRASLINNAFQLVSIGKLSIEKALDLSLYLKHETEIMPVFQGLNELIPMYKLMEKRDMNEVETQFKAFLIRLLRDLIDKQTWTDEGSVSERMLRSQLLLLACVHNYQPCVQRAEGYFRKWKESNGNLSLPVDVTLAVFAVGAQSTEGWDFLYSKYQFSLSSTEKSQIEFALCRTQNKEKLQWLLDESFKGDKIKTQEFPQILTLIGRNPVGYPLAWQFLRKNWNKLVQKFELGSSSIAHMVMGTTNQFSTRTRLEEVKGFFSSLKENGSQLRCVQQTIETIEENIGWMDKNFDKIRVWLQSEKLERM
# E-selectin induc: E-selectin induction in HUVECs, primary screen, imaging, HUVEC, immunofluorescence imaging, single point | P16581 | normalized: neutral wells 0, TNF-alpha wells 100 | activation, % at 7.58 µM | 0.37% of 260,000 active;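 active = mean E-selectin-positive cell signal at least 10% of the positive control, reached in at least 60% of replicates, without over 20% cell loss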;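 note: in these data hits start at about 27%; measured in HUVEC primary endothelial cells; signal is the percent of cells scored E-selectin positive by PE staining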
#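 System: HUVEC, human umbilical vein endothelial cells; quantity: 3,000 cells/well; buffer or medium: EGM-2 medium, gelatin-coated wells; dosing: single-point compound dose; detection: immunofluorescence imaging; evaluation: % PE-positive cells; benchmarks: TNF-alpha, DMSO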
# S100A4 MyoIIA: inhibitors of S100A4-myosin IIA peptide binding, primary screen, biochemical, fluorescence polarization, TAMRA-MyoIIA peptide. AID 652163, 2013. Protein S100-A4 (Homo sapiens), P26447. 0.14% of 360,000 active. inhibition, % at 10.7 µM;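 active = mean inhibition of at least 70% across replicates, with every replicate also reaching that level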
# Target sequence (P26447 whole entry, looked up): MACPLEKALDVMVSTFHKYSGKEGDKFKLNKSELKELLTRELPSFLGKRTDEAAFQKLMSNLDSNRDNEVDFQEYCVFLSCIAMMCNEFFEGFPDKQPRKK
#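 System – human S100A4 monomer protein, biochemical binding assay · Buffer or medium – Calcium-containing HEPES buffer, pH 7.2 · Timing – 5 min between mix addition and reading · Also added – TAMRA-labelled myosin IIA heavy-chain peptide probe, 5 nM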
# esBAF inh: Bmi1 luciferase reporter increase in mESCs, primary screen, esBAF inhibitor project, mouse ES cells, Bmi1 luciferase knock-in, single point | 2% of 350,000 active | 24 h; 100% = twice the neutral-well signal | reporter increase, % at 12.5 µM; in the data active = activation above about 40%;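 note: 0% = median of the plate's neutral control wells and 100% = double that signal; a rise in the Bmi1 reporter signal indicates esBAF inhibition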
# RAD54 inh: inhibitors of human RAD54 branch migration, primary screen, biochemical, fluorescence, single point; DNA repair and recombination protein RAD54-like (Homo sapiens), Q92698; RAD54 Holliday junction branch migration, FAM/BHQ fluorescence; inhibition, % at 10.4 µM; 0.14% of 360,000 active; AID 602329, 2012;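 active = mean normalized replicate activity at least 40 and at least half of replicates scoring 40 or more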;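 note: 0% = median of neutral control wells and 100% = median of positive control wells; inhibitors cause a drop in the FAM fluorescence signal; in these data hits start at about 50%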
# RAD52 inh: RAD52 DNA annealing inhibitors, primary screen, biochemical, FRET, single point, set 2. inhibition, % at 18.7 µM. 0.46% of 360,000 active. recombinant RAD52 DNA annealing, FRET fluorescence;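 active = every replicate showing at least 50% inhibition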
# Numbers without * were called inactive; / = no result given.
Compound	RAD52 inh	RAD54 inh	ERp5 block	S100A4 MyoIIA	ERAP1 HTS inh	Xi reactivation	E-selectin induc	esBAF inh
COc1ccc(C#Cc2ccc3c(c2)[C@]2(C(=O)N3)[C@H](c3ccccc3OCCO)N3[C@H](c4ccccc4)[C@H](c4ccccc4)OC(=O)[C@H]3[C@@H]2C(=O)N2CCN(c3ncccn3)CC2)cc1	11	-10	-1	-5	3	/	/	/
COc1ccc(CN2C[C@H](O)COC[C@H]3O[C@@H](CC(=O)N4CCc5ccccc5C4)CC[C@@H]32)cc1	1	-1	-3	5	2	0.0	-0.2	5
CCNC(=O)C[C@@H]1CC[C@@H]2[C@@H](COc3ccc(NC(=O)c4cscn4)cc3C(=O)N2C)O1	1	-1	-19	5	6	0.2	0.3	-2
C[C@H](CO)N1C[C@H](C)[C@H](CN(C)Cc2ccc(C(=O)Nc3ccccc3N)cc2)Oc2c(NS(=O)(=O)c3ccc(Cl)cc3)cccc2C1=O	17	/	10	-5	1	-0.2	3.4	/
C[C@H]1CN([C@@H](C)CO)C(=O)c2cc(NC(=O)CCN3CCOCC3)ccc2O[C@@H]1CN(C)Cc1ccc(C(=O)Nc2ccccc2N)cc1	7	3	4	9	2	0.6	0.3	1
CC(C)c1nc2cc(C(=O)N3CCNC(=O)C3c3ccc(F)cc3)ccc2o1 (centres undefined)	-13	-7	7	-2	0	0.0	/	6
C#Cc1cccc(NC(=O)C2CCN(C(C)=O)CC2)c1	2	-5	-8	3	4	0.0	4.4	-1
CCOC(=O)C1=C(COC(=O)CCS(=O)(=O)c2ccc(C)cc2)NC(=O)NC1C (centres undefined)	-10	-4	0	-4	4	0.0	1.0	-3
C[C@@H]1CN([C@H](C)CO)C(=O)c2cccc(N(C)C)c2O[C@H]1CN(C)C(=O)Nc1ccccc1	-10	-1	-2	4	1	0.2	-0.1	3
O=C(OCC(=O)N1CCOCC1)c1ccccc1OCc1ccc(Cl)cc1	-1	-2	5	-6	-1	0.0	-0.1	/
COC1CCN(C(=O)c2ccc3oc(Cc4ccc(Cl)cc4)nc3c2)CC1	-6	-6	-6	9	1	0.0	6.1	-3
CC(NC(=O)COc1ccc(S(=O)(=O)N2CCOCC2)cc1)c1ccccc1 (centres undefined)	-3	11	-3	-4	0	0.0	4.9	-1
O=C(NCCCO)C(=O)NCCc1ccc(Cl)cc1	/	0	/	/	/	-0.1	0.7	0
COc1ccc(CN2CCS(=O)(=O)CC2)cc1OC	-7	-7	2	-5	1	0.1	/	6
Cc1ccc(NC(=O)COc2ccccc2C(=O)NCc2ccccc2)cc1	-5	-2	-2	-3	4	0.1	/	-3
COc1ccc(C(=O)NC(C)c2ccc(-n3ccnc3)cc2)cc1[N+](=O)[O-] (centres undefined)	-7	-2	3	-3	-3	0.1	/	-4
COc1ccc(CNC(=O)C[C@H]2CC[C@H](NC(=O)Nc3ccc4c(c3)OCO4)[C@H](CO)O2)cc1	-1	-2	-3	-7	1	0.6	-0.6	-3
COc1ccc(C(CCN2CCCCC2)c2c(O)cc(OC)cc2OC)cc1 (centres undefined)	/	-2	/	/	/	0.0	0.0	-8
CCOCC(=O)Nc1cc(C(=O)Nc2cccc(C)c2C)ccc1Cl	-5	8	2	-11	1	/	/	2
CCC(=O)n1nc(-c2ccccc2)nc1NCc1ccccc1	8	-25	-3	-4	2	/	/	22
C[C@@]12C(=O)N(c3ccc(Br)cc3)C(=O)N1[C@@H]1c3ccccc3OC[C@@H]1[C@H]2c1ccccc1	1	-3	7	-9	-2	0.7	-0.1	-11
Nc1ccc(-c2ccc(N)c(C(=O)O)c2)cc1C(=O)O	-18	-4	-7	20	1	-0.3	/	2
C[C@H](CO)N1C[C@H](C)[C@@H](CN(C)S(=O)(=O)c2cccs2)Oc2ncc(/C=C/c3ccccc3)cc2C1=O	2	0	2	-3	0	0.3	0.1	11
COc1ccc(C2N(C(=O)c3ccccc3)CCN2C(=O)c2ccc(C)cc2)cc1 (centres undefined)	0	-13	-3	-1	2	/	/	-3
Cc1cc(C(=O)N/N=C/c2ccc(O)c([N+](=O)[O-])c2)n[nH]1	7	/	-3	7	1	0.0	/	/
C[C@@H]1CN([C@@H](C)CO)C(=O)c2cc(C#CC3CCCCC3)cnc2O[C@H]1CN(C)C(=O)C1CCCCC1	-7	1	-5	-1	-2	5.5	7.8	6
O=C1OC(c2ccc(F)cc2)=C/C1=C\c1ccc(O)cc1	-8	-2	0	10	-2	0.0	0.9	21
Cc1ccc2[nH]c(=O)c(C3=NN(C(=O)CCC(=O)O)C(c4cccs4)C3)c(-c3ccccc3)c2c1 (centres undefined)	-25	22	-2	3	-1	0.0	-0.8	-1
CCCCNC(=O)c1cc2c(C)cc(C)cc2[nH]1	-12	/	-3	-3	-1	0.5	21	/
CC(C)c1cc(Cn2c3ccccc3c(=O)n2C(C)Cn2cc(C3=CCCCC3)nn2)on1 (centres undefined)	-5	/	7	19	-2	/	-1.4	/
Cc1ccc(SCC(=O)OCc2csc(CC(=O)Nc3ccccc3C)n2)cc1C	-266	-5	3	1	-1	0.1	0.4	-2
CCOc1ccccc1-c1ccc(C(=O)NCc2ccccc2)o1	-42	-2	6	-1	-2	0.0	0.5	4
CO[C@H]1CN(C)C(=O)c2ccc(NC(=O)c3nc4ccccc4s3)cc2OC[C@H](C)N(Cc2cccnc2)C[C@H]1C	/	3	/	/	/	0.6	-0.2	20
Cc1nc2ccccc2cc1C(=O)N/N=C/c1ccc([N+](=O)[O-])cc1	-15	-15	-2	-1	1	0.1	-1.3	/
C[C@@H]1CN([C@H](C)CO)C(=O)c2cc(-c3ccccc3)cnc2O[C@@H]1CN(C)Cc1ccc(C(=O)O)cc1	11	-8	-2	-30	-3	-1.1	0.6	-20
Cc1ccc(C(=O)C(C)OC(=O)CCS(=O)(=O)c2ccc(C)cc2)cc1 (centres undefined)	0	5	/	-2	0	0.0	-1.0	-2
O=C(O)C1CC=CCC1C(=O)Nc1ccc(Oc2ccc(Cl)cc2)cc1 (centres undefined)	-6	-10	-4	-5	8	0.3	/	/
CC=Cc1ccc2n(c1=O)C[C@@H]1[C@@H](CO)[C@H](C(=O)N3CCOCC3)[C@H]2N1CC1CCCC1 (mixture of isomers)	-5	-13	-5	3	0	0.2	1.3	1
Cc1cccc(C)c1OCC(=O)Nc1ccc(N2CCOCC2)cc1	-8	10	8	-2	1	-0.1	/	2
O=C(CNC(=O)c1ccc([N+](=O)[O-])cc1)N/N=C/c1c[nH]c2ccccc12	-12	3	-3	-7	3	0.2	4.7	-10
C[C@@H]1CCCCO[C@H](CN(C)Cc2ccc(C(F)(F)F)cc2)[C@@H](C)CN([C@@H](C)CO)C(=O)c2cc(NC(=O)Nc3ccc(C(F)(F)F)cc3)ccc2O1	/	-12	/	/	/	0.0	0.3	-2
Cc1nc(-c2ccccc2OC(F)(F)F)[nH]c(=O)c1Cl	-6	/	2	2	2	-0.1	-0.2	/
O=C(NCC(F)(F)F)c1ccc(S(=O)(=O)N2CCN(C(=O)C3CCCO3)CC2)cc1 (centres undefined)	-4	2	-21	0	1	-0.2	/	11
CSC(=S)N/N=C(\C)c1ccc(Br)cc1	-10	4	2	-4	1	0.0	/	/
COc1ccccc1CCNC(=O)C(=O)NCC1OCCN1S(=O)(=O)c1ccc(F)cc1 (centres undefined)	-34	0	4	-4	0	0.1	/	1
CNC[C@H]1Oc2ccc(NC(=O)Cc3ccccc3)cc2CC(=O)N([C@@H](C)CO)C[C@H]1C	3	4	-7	-2	3	0.3	-0.1	-3
N#Cc1cccc(-c2ccc3c(c2)[C@H]2[C@H](CCN2C(=O)C2CCCCC2)[C@H](CO)N3)c1	-172	1	7	-28	0	0.0	6.5	5
Cc1noc(C)c1S(=O)(=O)N(C)C[C@H]1Oc2ccc(NC(=O)Cn3cnnn3)cc2C(=O)N([C@H](C)CO)C[C@@H]1C	-16	4	-4	-3	-3	0.0	0.1	-8
Cc1noc(C)c1S(=O)(=O)Nc1ccc2c(c1)C(=O)N([C@H](C)CO)C[C@@H](C)[C@@H](CN(C)S(=O)(=O)c1cccs1)OCCCC[C@H](C)O2	/	-1	/	/	/	0.0	0.0	10
COc1cc(NC(=O)C2=COCCO2)c(OC)cc1Cl	-7	-4	-3	5	-1	0.4	0.5	-3
COCOCCn1cc(CN2CCS(=O)(=O)N(Cc3ccc(-c4ccc(OC)nc4)cc3)C(C)C2=O)nn1 (centres undefined)	-7	5	0	-2	/	-0.1	1.2	14
Cc1nc(N/N=C/c2cccc([N+](=O)[O-])c2)cc(N2CCCCC2)n1	-4	0	-13	2	3	0.0	9.5	1
CC(C)[C@H](C)NC(=O)N(C)C[C@H]1OCc2ccccc2-c2c(n(C)c3ccccc23)C(=O)N([C@@H](C)CO)C[C@H]1C	13	1	-1	8	4	0.4	0.2	0
CCCc1cc(=O)oc2cc(OCC(=O)N3CCc4ccccc43)ccc12	12	-6	0	-1	-2	/	/	-6
C[C@H]1CN([C@@H](C)CO)C(=O)c2cccc(NC(=O)c3ccncc3)c2O[C@@H]1CN(C)C(=O)Nc1cccc2ccccc12	-3	5	0	28	/	0.3	6.1	1
COc1ccccc1Oc1c(C)oc2c(CN3CCOCC3)c(O)ccc2c1=O	-4	/	-4	-1	-1	-0.1	/	/
Cc1nc2ccc(NS(=O)(=O)c3ccc(Br)cc3)cc2s1	-30	-9	2	-7	-2	0.0	0.1	-4
O=C(Nc1cccc(Cl)c1)N1C[C@@H]2[C@H](c3ccccc31)[C@H](CO)N2C(=O)C1CCCC1	-8	-9	0	-11	-2	0.0	-0.2	-1
CC(C(=O)N(C)c1ccccc1)N1CCN(C(=O)c2ccccc2)CC1 (centres undefined)	5	-9	0	-3	0	-0.1	-0.1	-3

# Four compounds picked at random from the list so far:
Compound	RAD52 inh	RAD54 inh	ERp5 block	S100A4 MyoIIA	ERAP1 HTS inh	Xi reactivation	E-selectin induc	esBAF inh
C[C@@H]1CN([C@H](C)CO)C(=O)c2cccc(N(C)C)c2O[C@H]1CN(C)C(=O)Nc1ccccc1	-10	-1	-2	4	1	0.2	-0.1	3
COc1ccc(C(CCN2CCCCC2)c2c(O)cc(OC)cc2OC)cc1 (centres undefined)	/	-2	/	/	/	0.0	0.0	-8
CNC[C@H]1Oc2ccc(NC(=O)Cc3ccccc3)cc2CC(=O)N([C@@H](C)CO)C[C@H]1C	3	4	-7	-2	3	0.3	-0.1	-3
COc1ccc(CNC(=O)C[C@H]2CC[C@H](NC(=O)Nc3ccc4c(c3)OCO4)[C@H](CO)O2)cc1	-1	-2	-3	-7	1	0.6	-0.6	-3

# Assay outcomes from PubChem.
